Screening data as filed in PubChem BioAssay.
Vc quorum ag = quorum light induction in luxS cqsA deficient V. cholerae | V. cholerae BH1578 lux reporter, luminescence, 6 h | activation, % at 18.7 µM | 350,000 tested, 0.16% active | AID 588436; in the data active means activation mostly above about 9.7%, no sharp cut-off; further: not every result past the cut was called active; inactives centre near 0; reference of the scale not given here
Anthrax LF prot = anthrax lethal factor protease inhibition. P15917. 360,000 tested, 0.12% active. multiplex microsphere protease cleavage assay, LF. inhibition, % at 10 µM. AID 588501; further: plate controls were buffer without enzyme for full effect and enzyme alone for no effect
Target sequence (P15917 whole entry, looked up): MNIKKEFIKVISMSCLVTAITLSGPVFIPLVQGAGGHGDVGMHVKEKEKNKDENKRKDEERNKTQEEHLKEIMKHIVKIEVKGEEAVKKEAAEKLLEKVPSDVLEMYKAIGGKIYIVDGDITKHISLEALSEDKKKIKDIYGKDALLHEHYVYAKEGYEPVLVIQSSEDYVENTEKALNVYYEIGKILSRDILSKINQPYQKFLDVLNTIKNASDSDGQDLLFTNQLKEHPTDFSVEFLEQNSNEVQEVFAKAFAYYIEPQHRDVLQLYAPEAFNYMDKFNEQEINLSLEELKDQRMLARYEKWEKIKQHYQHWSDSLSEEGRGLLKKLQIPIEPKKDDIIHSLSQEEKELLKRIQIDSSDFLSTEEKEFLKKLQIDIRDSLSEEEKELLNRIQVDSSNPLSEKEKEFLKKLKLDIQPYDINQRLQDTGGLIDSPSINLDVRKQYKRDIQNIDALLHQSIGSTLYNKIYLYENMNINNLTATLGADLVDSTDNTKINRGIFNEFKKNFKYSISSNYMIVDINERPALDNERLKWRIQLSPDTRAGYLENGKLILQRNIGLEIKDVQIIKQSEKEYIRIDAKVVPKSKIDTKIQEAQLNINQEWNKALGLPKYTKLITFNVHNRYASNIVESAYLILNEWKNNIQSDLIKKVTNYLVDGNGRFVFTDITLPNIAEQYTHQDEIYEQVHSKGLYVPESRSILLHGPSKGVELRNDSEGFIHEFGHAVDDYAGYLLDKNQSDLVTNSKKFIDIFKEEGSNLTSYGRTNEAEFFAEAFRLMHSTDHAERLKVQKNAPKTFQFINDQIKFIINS
SARS 3CLpro inh = SARS-CoV 3CLpro protease inhibition | inhibition, % at 6 µM | P0C6X7 | 290,000 tested, 0.14% active | recombinant SARS-CoV 3CLpro, quenched FRET peptide cleavage; in the data active means inhibition above about 12%
BoNT-A LC inh2 = blocks Botulinum neurotoxin A light chain protease; inhibition, % at 10 µM; 360,000 tested, 0.17% active; AID 588499; multiplex microsphere protease substrate cleavage, flow cytometry; further: plate controls were buffer without enzyme for full effect and enzyme alone for no effect
TcdB inh = inhibitors of Clostridioides difficile toxin B glycohydrolase; TcdB glycohydrolase enzymatic assay, plate reader; inhibition, % at 9.99 µM; 350,000 tested, 0.24% active; P18177; in the data active means inhibition above about 10%
PfHsp40 yeast = compounds rescuing yeast from Plasmodium falciparum HSP40 toxicity. S. cerevisiae expressing PfHsp40, growth rescue, ATP luminescence. 340,000 tested, 0.68% active. AID 504582. growth rescue, % at 12.5 µM; in the data active means growth rescue above about 28%, passing the limit was not always enough;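 further: yeast W303a lacking pdr1 and pdr3 grown in galactose medium; growth measured after three days at 30 °C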
VHR inh abs = blocks human VHR1 dual specificity phosphatase; recombinant VHR phosphatase, pNPP absorbance; inhibition, % at 13.3 µM; AID 1654; 290,000 tested, 0.52% active; in the data active means inhibition above about 50%; further: some compounds called inactive have numbers as strong as hits
Target sequence (P51452 whole entry, looked up): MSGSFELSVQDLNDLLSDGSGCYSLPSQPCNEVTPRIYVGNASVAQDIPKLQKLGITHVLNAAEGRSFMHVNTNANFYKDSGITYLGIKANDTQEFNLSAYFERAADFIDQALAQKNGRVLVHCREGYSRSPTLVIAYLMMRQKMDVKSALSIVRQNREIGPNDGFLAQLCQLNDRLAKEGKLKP
CCHF vOTU inh = blocks the CCHF virus ovarian tumor domain protease; CCHFV vOTU protease, Pep-AMC fluorescence; 370,000 tested, 0.55% active; AID 651958; inhibition, % at 11.5 µM; in the data active means inhibition above about 30%; further: 0% = vehicle wells with enzyme and 100% = no enzyme wells
PriA SSB inh = K. pneumoniae PriA-SSBct interaction inhibition | AlphaScreen SSBct-PriA binding, biotinylated peptide | 430,000 tested, 0.6% active | inhibition, % at 33 µM; in the data active means inhibition mostly above about 37%, no sharp cut-off; inactive means mostly below about 20%;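 further: plate controls were negative control peptide for no effect and reference peptide for full effect; strong numbers were not always called active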
Y pestis TopoI = blocks Yersinia pestis topoisomerase I activity | Y. pestis Topo-I cleavage product accumulation, plate reader | activity, % at 10 µM | 360,000 tested, 0.064% active; in the data active means activity above about 50%, passing the limit was not always enough; further: inactives centre near 2
Numbers without * were called inactive; i = inactive; / = no result given; & = joins results of further samples. Unless noted, no stated cut-off is given here; in the data, active means inhibition above about 30%; inconclusive means no clear call, values can overlap the other calls; inactive means below that. An excerpt; rates above refer to the full screens.

SMILES | Vc quorum ag | Anthrax LF prot | SARS 3CLpro inh | BoNT-A LC inh2 | TcdB inh | PfHsp40 yeast | VHR inh abs | CCHF vOTU inh | PriA SSB inh | Y pestis TopoI
COc1ccc(C2=Nn3c(nnc3-c3ccccc3C(F)(F)F)SC2)cc1OC1CCOC1 (stereo unspecified) | -0.8 | -8 | / | -0.5 | 1.9 | 1.1 | / | -4 | -16 | 19
Cc1ccc(C(C)NC(=O)C2CCCO2)cc1C (stereo unspecified) | i | -1 | 1 | 0.3 | / | 0.3 | 38 | 0 | 3 | -5
CC(C)Cn1c(N)c(C(=O)CSc2nnc(-c3ccco3)n2C)c(=O)n(C)c1=O | i | 6 | / | -0.1 | 1.3 | 1.5 | / | 8 | -5 | 4
COc1ccc2c(c1)SCCC2=O | i | -2 | -6 | -0.4 | / | 0.1 | 15 | -8 | -29 | -8
Cc1cccc(OCC(=O)O/N=C(\N)Cc2ccc([N+](=O)[O-])cc2)c1 | i | -9 | -3 | -0.1 | 0.7 | 0.7 | 19 | 0 | i | -1
Cc1occc1C(=O)N(C)CC1CCCN(CCc2ccc(Cl)cc2)C1 (stereo unspecified) | i | 1 | / | -0.4 | 0.3 | / | / | -6 | / | 10
CCC(C)(NC(=O)CNC(C)=O)C(=O)NC1CCCCC1 (stereo unspecified) | 7.7 | 1 | -5 | -0.4 | / | -3.3 | -21 | -2 | 0 | 7
O=C(O)c1cc(Cl)c(Cl)cc1C(=O)NCc1ccco1 | -0.4 | -21 | 1 | 0.6 | 0.6 | 0.9 | -25 | -5 | -7 | -7
Cc1ccc(C)c(NC(=O)CCNS(=O)(=O)c2ccc3[nH]c(=O)oc3c2)c1 | i | -3 | -2 | -1.4 | 0.3 | 1.5 | 11 | 10&11 | -7 | 1
CCC(C)(C)NC(=O)c1ccc2c(c1)S(=O)(=O)c1ccccc1C2=O | -0.4 | 3 | 0 | 2.0 | / | 0.4 | -14 | -4 | 10 | -3
O=C(NOC(=O)c1c(F)cccc1Cl)c1ccc(Cl)c(Cl)c1 | i | -6 | 1 | -1.1 | 0.3 | -0.7 | 22 | -13 | 1 | -6
CC(C)OCCCNC(=O)c1c(N)n(/N=C/c2ccccn2)c2nc3ccccc3nc12 | -1.5 | 1 | -6 | 0.4 | / | -0.9 | 9 | -3 | i | 7
COc1ccc(C=NNC(=O)CCCC(=O)NN=Cc2ccc(OC)c(OC)c2)cc1OC | i | -8 | / | 0.1 | 0.5 | -0.8 | / | -10 | -4 | -1
CCCCCn1c(CNC(=O)c2cccs2)nc2ccccc21 | -0.1 | -7 | 2 | -2.6 | / | 0.2 | 22 | 20 | -7 | -4
CC(C)Cn1c(=O)c(-[n+]2ccccc2)c([O-])c2ccccc21 | i | 0 | 0 | -0.5 | -0.3 | -0.7 | 1 | -12 | 0 | 2
NC(=O)c1cc(-c2cccnc2)nc2ccc(Br)cc12 | i | -1 | -3 | -1.0 | 1.6 | 0.3 | 15 | -2 | -24 | 2
COc1ccc(/C=N/NC(=O)CN2CCCC2)cc1 | -0.6 | 3 | -2 | -0.2 | 1.2 | 0.5 | 21 | -1 | / | -1
O=C(COc1ccc2ccc(=O)oc2c1)Nc1nccs1 | -2.2 | -3 | -3 | 0.6 | 0.1 | -0.5 | 35 | -18 | 0 | 0
CCOC(=O)c1ccc(N/C=C/C(=O)c2ccc(OC)cc2)cc1 | i | -5 | -4 | -2.7 | / | -0.9 | 22 | 5 | -3 | -1
CCCCC(=O)N/N=C/c1sccc1C | -0.2 | 0 | -1 | 0.0 | -3.1 | -0.6 | -4 | 3 | / | 0

Single records, from the list above.
COc1ccc(C2=Nn3c(nnc3-c3ccccc3C(F)(F)F)SC2)cc1OC1CCOC1 (stereo unspecified) in the list: Vc quorum ag: -0.8; Anthrax LF prot: -8; SARS 3CLpro inh: /; BoNT-A LC inh2: -0.5; TcdB inh: 1.9; PfHsp40 yeast: 1.1; VHR inh abs: /; CCHF vOTU inh: -4; PriA SSB inh: -16; Y pestis TopoI: 19
CCOC(=O)c1ccc(N/C=C/C(=O)c2ccc(OC)cc2)cc1 in the list: Vc quorum ag: i; Anthrax LF prot: -5; SARS 3CLpro inh: -4; BoNT-A LC inh2: -2.7; TcdB inh: /; PfHsp40 yeast: -0.9; VHR inh abs: 22; CCHF vOTU inh: 5; PriA SSB inh: -3; Y pestis TopoI: -1
Cc1occc1C(=O)N(C)CC1CCCN(CCc2ccc(Cl)cc2)C1 (stereo unspecified) in the list: Vc quorum ag: i; Anthrax LF prot: 1; SARS 3CLpro inh: /; BoNT-A LC inh2: -0.4; TcdB inh: 0.3; PfHsp40 yeast: /; VHR inh abs: /; CCHF vOTU inh: -6; PriA SSB inh: /; Y pestis TopoI: 10

(more compounds)
SMILES | Vc quorum ag | Anthrax LF prot | SARS 3CLpro inh | BoNT-A LC inh2 | TcdB inh | PfHsp40 yeast | VHR inh abs | CCHF vOTU inh | PriA SSB inh | Y pestis TopoI
CNC(=O)c1[nH]cnc1C(=O)N[C@@H](CCCCNC(=O)OC(C)(C)C)C(=O)OC(C)(C)C | -0.2 | 4 | -6 | 0.4 | 0.7 | 0.7 | 25 | 7 | -10 | 1
COc1ccc(-n2nc(C(=O)N3CCC(N4CCCCC4)CC3)c3c4ccccc4n(C)c3c2=O)cc1 | -5.3 | 1 | 1 | 0.1 | 3.9 | 0.2 | -7 | 5 | -5 | 10
CC(CN1C(C)CCCC1C)OC(=O)c1ccc(Cl)cc1 (stereo unspecified) | 0.6 | -8 | -1 | -0.4 | 0.9 | -0.3 | 14 | -5 | -3 | 4
Cc1ccc(S(=O)(=O)NN2C(=O)/C(=C/c3ccc(F)cc3)SC2=S)cc1 | -0.4 | 2 | 4 | -0.5 | 0.5 | -0.2 | 5 | -7 | -8 | 8
NC(=O)C1CCN(CC(=O)N2N=CCC2c2ccccc2)CC1 (stereo unspecified) | 0.0 | 1 | 4 | 0.4 | -0.5 | 1.1 | -17 | 7 | -3 | -1
O=C(c1cccc([N+](=O)[O-])c1)N1CCCN(C(=O)c2cccc([N+](=O)[O-])c2)CC1 | -1.4 | 5 | 8 | 0.4 | / | 0.6 | 5 | -9 | -11 | -13
COc1ccccc1-n1c(/C=C/c2ccccn2)nc2ccccc2c1=O | -0.6 | -4 | -2 | 0.6 | 1.9 | 1.3 | 24 | 4 | -14 | 14
O=C(O)C1Nc2c(Cl)cc(Cl)c(Cl)c2C2C=CCC12 (stereo unspecified) | -0.2 | 2 | 1 | -5.1 | 0.0 | -1.6 | / | -2 | 5 | -18
COc1ccccc1N1CCN(CC(=O)Nc2nccs2)CC1 | i | -6 | 1 | 0.6 | -1.5 | -1.4 | 24 | -11 | -8 | 6
O=C(O)c1ccc2c(c1)C(=O)N(c1ccc(C(=O)OCC(=O)c3ccccc3)cc1)C2=O | -0.5 | -15 | / | -4.3 | -0.4 | -0.7 | / | -4 | -3 | 9
COc1ccc(S(=O)(=O)Nc2c(O)c3ccccc3oc2=O)cc1 | -0.3 | -2 | 4 | 0.1 | 2.3 | -2.6 | 5 | -3 | -1 | 7
COc1ccc(CN2CC(C(=O)NCCCN3CCCCCC3)CC2=O)cc1 (stereo unspecified) | / | -6 | -1 | -0.2 | / | 0.0 | 3 | 5 | 2 | 9
CN(C(=O)c1cccc(NC(=O)Cc2ccc(NC(=O)C3CCCN(C(=O)C4CCCCC4)C3)cc2)c1)C1CCCC1 (stereo unspecified) | -0.8 | -10 | / | -0.2 | 1.6 | 2.8 | / | 2 | -4 | 6
O=C(OCc1cn([C@H]2C[C@H](c3ccccc3)N(Cc3cccs3)C[C@@H]2O)nn1)c1ccccc1 | -0.6 | -2 | / | -0.2 | 0.0 | / | / | 13 | / | 32
C[C@H]1CN([C@@H](C)CO)C(=O)CCCn2nncc2CO[C@H]1CN(C)C(=O)c1ccc2ccn(C)c2c1 | -0.3 | 1 | / | -0.1 | -3.1&-0.3&-0.5 | / | / | 9 | / | -4
Cc1ccc(CSc2ncnc3ccccc23)cc1 | 0.8 | -10 | 0 | 1.2 | 1.9 | 4.1 | 23 | 6 | -15 | 7
NC(=O)C1CCN(C(=O)c2ccc3c(=O)n(Cc4ccco4)c(SCC(=O)c4ccccc4)nc3c2)CC1 | -0.2 | 1 | 3 | -0.6 | 0.7 | 0.3 | 14 | -11 | -7 | 23
CCC(=O)Nc1cc2c3c(c1)CCN3C(=O)CC2 | i | -2 | -2 | 1.6 | 1.1 | -0.4 | -26 | 6 | -7 | 5
S=C(NCc1ccc(Cl)cc1)Nc1ccccc1 | -1.7 | -1 | -3 | 0.0 | 1.4 | 1.1 | 40 | 16 | -1 | -3
CCn1c(N)c(C(N)=O)sc1=S | / | -2 | -7 | -0.3 | / | 1.7 | -5 | 6 | 0 | 2

Results in Vc quorum ag, Y pestis TopoI and BoNT-A LC inh2, for some of the entries so far:
SMILES	Vc quorum ag	Y pestis TopoI	BoNT-A LC inh2
CC(C)OCCCNC(=O)c1c(N)n(/N=C/c2ccccn2)c2nc3ccccc3nc12	-1.5	7	0.4
COc1ccc(C=NNC(=O)CCCC(=O)NN=Cc2ccc(OC)c(OC)c2)cc1OC	i	-1	0.1

Next section.
SMILES | Vc quorum ag | Anthrax LF prot | SARS 3CLpro inh | BoNT-A LC inh2 | TcdB inh | PfHsp40 yeast | VHR inh abs | CCHF vOTU inh | PriA SSB inh | Y pestis TopoI
COc1cccc(/C=C/C(=O)OCC(=O)N2CCN(S(=O)(=O)c3ccc(Cl)cc3)CC2)c1 | -0.4 | 0 | -4 | -0.8 | 2.0 | 2.2 | 9 | 24 | -8 | -1
O=C(CN1C(=O)NC2(CCCc3ccccc32)C1=O)N1CCN(c2cccc(C(F)(F)F)c2)CC1 (stereo unspecified) | -0.6 | 6 | / | 0.4 | 0.3 | -0.6 | / | -7 | 3 | -11
COc1ccc(/C=N/NC(=O)c2ccc(F)cc2)cc1CN1CCc2cc(OC)c(OC)cc2C1C (stereo unspecified) | 5.6 | 0 | 2 | 1.1 | -0.3 | -0.3 | 16 | 2 | / | 3
CCc1ccc(C(=O)NC(=S)Nc2ccc(N3CCOCC3)cc2)cc1 | -0.1 | -3 | 0 | 0.4 | 0.3 | 3.7 | 19 | -1 | 16 | 15
COc1cc(C)ccc1OCCCCNCc1ccccc1 | i | -4 | 0 | 1.7 | 1.6 | 0.6 | 28 | 12 | -13 | -1
COc1ccc(N2CCN(/C(=N\S(=O)(=O)c3ccc(C)cc3)Nc3nc(C)cc(C)n3)CC2)cc1 | i | -3 | -1 | 2.3 | / | 0.2 | 24 | -1 | / | 30
CCN(CC)CCCN(C(=O)c1ccc(F)cc1)c1nc(-c2ccc(OC)cc2)cs1 | i | -3 | -3 | -2.0 | 1.7 | 0.2 | -16 | -4 | 2 | 12
COc1cccc(C(=O)NNC(=O)C(=O)Nc2ccc(OC)cc2OC)c1 | -0.4 | 0 | -1 | 0.6 | 1.0 | -0.4 | 24 | 16 | -1 | -8
CCn1cc(C(=O)OCC(=O)Nc2ccccc2OC(F)F)c(=O)c2ccc(C)nc21 | 0.4 | -6 | / | -0.4 | 0.1 | 2.4 | / | -10 | 0 | 2
Cn1c(SCC(=O)CC(=O)Nc2ccccc2)nnc1-c1ccc(O)cc1 | -0.5 | -6 | -2 | 0.5 | 1.9 | 0.2 | 13 | -8 | 1 | 2
Cc1c(NC(=S)N/N=C/c2ccc([N+](=O)[O-])cc2O)c(=O)n(-c2ccccc2)n1C | -0.2 | -3 | 4 | 0.7 | -1.6 | 1.5 | 16 | 24 | / | 5
O=C(NCCS(=O)(=O)NC1CCCC1)c1ccccc1 | -1.1 | -1 | / | 5.7 | 1.8 | 0.2 | / | -1 | -7 | 6
O=C(Nc1ccc(Cl)cc1)N1CCCN(Cc2ccccc2F)C1 | i | -4 | -1 | -1.6 | / | 0.3 | 19 | -15 | 4 | -1
